aSyn rescue – qHTS of alpha-syn Inhibitors; Yeast expressing alpha-synuclein, growth rescue, BacTiter-Glo, 24 h; 370,000 compounds, 0.14% hits; AID 652106, 2013; Potency, µM (top dose mostly 46.1 µM), for inactives: at the highest dose growth rescue (activation), hits mostly activators; further: potency means the concentration at half of the fitted maximal effect; % of control where 0% means no effect; nearly all actives have a fitted effect of over 65% in size
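Screening used galactose-induced yeast with toxic alpha-synuclein levels, exposed to compound for 24 hr at 30 deg C. Cell growth, read with BacTiter-Glo luminescence, gave the measured signal.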
FUS suppressor – qHTS for Suppressors of FUS Proteinopathy: Primary screen using FUS-linked yeast assay. S. cerevisiae FUS-expressing, growth rescue, OD600, 24 h. Potency, µM (top dose mostly 76.6 µM), for inactives: at the highest dose growth rescue (activation), usual class: activators. 390,000 compounds, 0.24% hits. AID 1347120, 2019;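 further: potency means the concentration at half of the fitted maximal effect; plate controls were DMSO vehicle for no effect and reference control for full effect; nearly all actives have a fitted effect of over 55% in size; some results filed as inactive show a strong effect at the top dose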
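Cultures pregrown in 2.5% raffinose medium are shifted to minimal medium containing 2% galactose to express toxic FUS. Compounds are tested at several concentrations. After 24hr at 30C, growth is quantified at 600 nm absorbance.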
HEK293 tox – qHTS of GLP-1 Receptor Inverse Agonists: Cytotox Screen; HEK293 cAMP-luciferase reporter cells, luminescence, 24 h; 410,000 compounds, 0.13% hits; Potency, µM (titrated, usually from 38.3 µM), inactives show top-dose activity change, negative = inhibition, hits mostly inhibitors;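 further: loss of luciferase light is scored as toxicity; potency means the concentration at half of the fitted maximal effect; on the % scale 0 is the no-effect control and ±100 the full control effect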
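Here, cytotoxicity is scored as loss of luminescence. The MLSMR collection was tested on cells seeded in medium containing 10% Nu serum, with a 24 hr compound exposure preceded by 12 hours of culture.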
Abeta yeast res – qHTS for compounds that reverse cellular toxicity of Amyloid beta (A-beta) peptide in yeast: Primary Screen; yeast expressing A-beta42, growth rescue, OD600, 48 h; response scale: 0% DMSO, 100% iron-clioquinol control; Potency, µM (titrated, usually from 46.1 µM), for inactives: at the highest dose growth rescue, hits mostly activators; 410,000 compounds, 0.063% hits; AID 1347071, 2019; further: potency means the concentration at half of the fitted maximal effect; nearly all actives have a fitted effect of over 55% in size
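Yeast A-beta toxicity model in growth medium with pinned compounds, 48 h at 30 C; growth read as absorbance at 600 nm. Normalized to FeCl3/clioquinol equimolar mix (positive) and DMSO (negative).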
PTHR1 agonist – qHTS for PTHR1 Agonists: Primary Screen; Parathyroid hormone/parathyroid hormone-related peptide receptor (Homo sapiens), Q03431; HEK293 GP2 PTHR1 cells, GloSensor cAMP luminescence, 1 h; Potency, µM (highest dose often 115 µM), for the others: at the top dose activation, hits mostly activators; 410,000 compounds, 0.075% hits; further: potency means the concentration at half of the fitted maximal effect; nearly all actives have a fitted effect of over 55% in size; some results filed as inactive show a strong effect at the top dose; inactives centre near -15; many of its hits are not listed in these tables
Target sequence (Q03431 whole entry, looked up): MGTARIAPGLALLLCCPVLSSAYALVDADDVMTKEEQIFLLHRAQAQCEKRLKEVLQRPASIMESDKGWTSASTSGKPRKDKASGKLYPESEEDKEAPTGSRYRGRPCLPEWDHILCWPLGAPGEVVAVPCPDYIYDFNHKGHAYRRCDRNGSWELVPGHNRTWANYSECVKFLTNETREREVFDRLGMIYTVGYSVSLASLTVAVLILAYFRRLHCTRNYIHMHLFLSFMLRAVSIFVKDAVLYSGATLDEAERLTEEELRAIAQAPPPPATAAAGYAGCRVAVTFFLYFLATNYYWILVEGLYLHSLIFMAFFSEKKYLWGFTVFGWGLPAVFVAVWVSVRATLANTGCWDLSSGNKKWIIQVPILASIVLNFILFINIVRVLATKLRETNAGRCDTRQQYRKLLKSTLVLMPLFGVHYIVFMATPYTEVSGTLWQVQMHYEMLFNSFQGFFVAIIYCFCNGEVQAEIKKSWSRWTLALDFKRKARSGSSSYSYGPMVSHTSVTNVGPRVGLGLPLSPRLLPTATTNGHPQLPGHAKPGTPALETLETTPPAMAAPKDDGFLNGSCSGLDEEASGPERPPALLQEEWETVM
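HEK-293-derived GP2 cells expressing PTHR1 and a GloSensor cAMP reporter, 3,000/well, plated overnight, given luciferin plus IBMX (each 0.5 mM as added) for 1 h at 37 °C, then compound for 1 h at 37 °C. Luminescence was read after 15 min at room temperature.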
Akt phos inh – HTS Assay for Inhibitors of Akt Phophorylation: Primary Screen. Neuro2A IGF-stimulated pAkt S473 HTRF, 20 min; active compounds read low. activity change, % for hits at 50 µM. AID 651550, 2012. 360,000 compounds, 0.32% hits; in the data active means activity change below about -80%; inconclusive means mostly about -51% to -80%; further: on the % scale 0 is the no-effect control and ±100 the full control effect
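Neuro2A cells in DMEM with 0.5% FBS, overnight at 37 deg C, given compound at single 50 µM final, then IGF (6 nM final) for 20 min at 37 deg C. Lysed; phospho-Akt Ser473 by HTRF after 24 h, 665/615 ratio.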
Mm-Cpn inhibitor – Inhibitors of TCP-1 ring complex (TRiC) of Methanococcus maripaludis (MmCpn): qHTS | Chaperonin Mm-Cpn (Methanococcus maripaludis) | Potency, µM (doses to about 76.9 µM), without a hit: at the highest dose activity, negative = inhibition, most hits filed as inhibitors | 330,000 compounds, 0.031% hits | purified Mm-Cpn ATPase, ADP Transcreener TR-FRET; further: potency means the concentration at half of the fitted maximal effect; on the % scale 0 is the no-effect control and ±100 the full control effect; nearly all actives have a fitted effect of over 80% in size
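ATPase turnover read by TR-FRET ADP competition (Eu cryptate antibody/ADP-d2, 665/590 nm): 10uM ATP final, 25nM Mm-CPN final, 30 min 37degC after 10-min compound preincubation, pH 7.4 Tris/KCl/MgCl2/DTT buffer.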
TDP43 rescue – qHTS of TDP-43 Inhibitors. Potency, µM (top dose mostly 46.1 µM), without a hit: top-dose growth rescue (activation), most hits filed as activators. 410,000 compounds, 1.8% hits. TDP-43 expressing yeast growth rescue, BacTiter-Glo, 24 h; further: potency means the concentration at half of the fitted maximal effect; % of control where 0% means no effect; nearly all actives have a fitted effect of over 50% in size
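Luminescence from BacTiter-Glo reports growth of TDP-43-expressing yeast after 24 hr at 30 deg C with compound. Cells were raffinose-pregrown to mid-log, then seeded in galactose medium at OD600=0.02.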
GLP-1R inv ag – qHTS of GLP-1 Receptor Inverse Agonists (Inhibition Mode); Glucagon-like peptide 1 receptor (Homo sapiens), P43220; HEK293 GLP-1R CRE-luciferase, luminescence, 24 h; GLP-1R form is constitutively active; Potency, µM (series often up to 38.3 µM), for the others: top-dose activity change, negative = inhibition, actives largely listed as inhibitors; 410,000 compounds, 1.6% hits; AID 624417, 2012; further: potency means the concentration at half of the fitted maximal effect; on the % scale 0 is the no-effect control and ±100 the full control effect; nearly all actives have a fitted effect of over 55% in size
Target sequence (P43220 whole entry, looked up): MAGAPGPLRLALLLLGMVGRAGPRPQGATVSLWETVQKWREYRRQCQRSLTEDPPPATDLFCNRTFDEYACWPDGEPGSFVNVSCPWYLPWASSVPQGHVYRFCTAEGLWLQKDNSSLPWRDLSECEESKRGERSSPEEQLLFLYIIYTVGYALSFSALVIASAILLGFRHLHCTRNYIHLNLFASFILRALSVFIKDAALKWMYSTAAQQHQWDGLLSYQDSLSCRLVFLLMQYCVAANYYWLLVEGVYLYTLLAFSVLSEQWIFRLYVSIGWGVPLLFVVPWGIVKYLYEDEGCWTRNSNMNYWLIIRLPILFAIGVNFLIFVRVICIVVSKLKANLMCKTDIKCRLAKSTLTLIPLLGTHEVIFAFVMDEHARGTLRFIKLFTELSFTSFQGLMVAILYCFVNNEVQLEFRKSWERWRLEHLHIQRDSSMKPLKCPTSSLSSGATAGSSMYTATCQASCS
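Readout was luciferase luminescence, measured 12 min after detection reagent at room temperature. Beforehand, GLP-1R reporter HEK293 cells had sat 12 h, then received compounds for 24 hr at 37 deg C.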
The depositor's hits bear a star; i = inactive; ? = inconclusive; nt = not tested or not shown; [ ] = dose if it differs, or a comment. Unless noted, the call rests on the fitted dose curve; in most records, active means well fitted curve in the direction sought with a large enough effect; inconclusive means small, poorly fitted or top-dose-only effect, or another doubt; inactive means no such curve, though single readings can be large; an effect the other way counts as inactive or inconclusive.

nr | SMILES | aSyn rescue | FUS suppressor | HEK293 tox | Abeta yeast res | PTHR1 agonist
1 | CCCCn1c(SC(C)C(N)=O)nc2cc(C(=O)OC)ccc2c1=O (stereo not drawn) | -5% | 14% | 1% | 2% | i
2 | CCOC(=O)c1ccc(NC(=O)CCNc2c(N3CCCC3)c(=O)c2=O)cc1 | 0% | -16% | 12% | 3% | i
3 | COc1ccc(CN(CC(=O)NC2CCCC2)C(=O)CCC(=O)Nc2nccs2)cc1 | 0% | -18% | -4% | 3% | i
4 | COc1ccc(OCC(O)CNC2CCCC2)cc1 (stereo not drawn) | -2% | 8% | -22% | -9% | 17%
5 | COc1ccc(-c2nc3c(c(SCC(=O)N4CCCCC4)n2)Cc2cc(Cl)ccc2O3)cc1 | nt | -17% | 1% | -16% | -18%
6 | CCOc1ccc(N2CC(=O)N/C2=N\c2nc(C)cc(C)n2)cc1 | -13% | -8% | -6% | -14% | i
7 | COc1ccc(CCNC2=NCC(C)S2)cc1 (stereo not drawn) | 0% | 23% | -15% | 20% | i
8 | COc1cc(CN(C)Cc2nc3cc(C(F)(F)F)ccc3c(=O)[nH]2)ccc1OC(F)F | 7% | 11% | 1% | 6% | -36%[inhibitor]
9 | CCC(C)(C)n1nnnc1C(c1ccc(C)cc1)N1CCN(C(=O)c2ccco2)CC1 (stereo not drawn) | 6% | 21% | -8% | 3% | -26%
10 | COc1ccc2nc(N3C(=O)/C(=C/c4ccc(Cl)cc4)NC3=S)sc2c1 | -2% | 8% | 6% | -15% | i
11 | CCCCNc1c([N+](=O)[O-])c(=O)n(C)c2ccccc12 | 16% | 11% | -4% | 23% | i
12 | O=C(CC1NCCc2ccccc21)Nc1ccccc1 (stereo not drawn) | -12% | -5% | -1%[7.66 µM] | -8% | -10%
13 | CCn1c(SCC(=O)Nc2nc3ccccc3s2)nc2c(c1=O)SC(C)C2 (stereo not drawn) | 0% | 8% | 0% | -6% | -31%
14 | CCCNCc1cc(OC)c(OCC(=O)Nc2ccccc2)cc1Br | 0% | 26% | -16% | 10% | i
15 | COc1ccc(-c2nn(-c3ccccc3)cc2C(=O)NC2CCC(C)CC2)cc1 (stereo not drawn) | 1% | -3% | -11% | -3% | i

nr | Akt phos inh | Mm-Cpn inhibitor | TDP43 rescue | GLP-1R inv ag
1 | i | -6% | -8% | 7%
2 | i | 3% | 2% | 8%
3 | i | 3% | 6% | -7%
4 | i | -1% | -26% | -23%
5 | nt | nt | 12% | 5%
6 | i | -3% | -16% | 3%
7 | i | 0% | 25% | 1%
8 | i | 0% | -1% | ?
9 | i | -2% | 8% | -19%
10 | i | 1% | 1% | 4%
11 | i | -2% | 28% | 3%
12 | i | -15% | 2%[9.22 µM] | -9%[7.66 µM]
13 | i | -4% | ? | -7%
14 | i | -3% | -4%[0.397 µM] | ?
15 | i | -2% | -14% | -12%

Part of the list above, reduced to TDP43 rescue and GLP-1R inv ag.
no.	Structure	TDP43 rescue	GLP-1R inv ag
10	COc1ccc2nc(N3C(=O)/C(=C/c4ccc(Cl)cc4)NC3=S)sc2c1	1%	4%
1	CCCCn1c(SC(C)C(N)=O)nc2cc(C(=O)OC)ccc2c1=O (stereo not drawn)	-8%	7%

Three of the entries above in order of their number in GLP-1R inv ag, high to low:
item	SMILES	PTHR1 agonist	Akt phos inh	Mm-Cpn inhibitor	GLP-1R inv ag
2	CCOC(=O)c1ccc(NC(=O)CCNc2c(N3CCCC3)c(=O)c2=O)cc1	i	i	3%	8%
5	COc1ccc(-c2nc3c(c(SCC(=O)N4CCCCC4)n2)Cc2cc(Cl)ccc2O3)cc1	-18%	nt	nt	5%
7	COc1ccc(CCNC2=NCC(C)S2)cc1 (stereo not drawn)	i	i	0%	1%

The results go on:
nr | SMILES | aSyn rescue | FUS suppressor | HEK293 tox | Abeta yeast res | PTHR1 agonist
16 | CCNC(=O)/C(C#N)=C/c1c(N2CC(C)OC(C)C2)nc2ccccn2c1=O (stereo not drawn) | -1% | -3% | 3% | -5% | -29%
17 | CCOc1ccc(N2C(=O)CC(NCc3ccc(S(N)(=O)=O)cc3)C2=O)cc1 (stereo not drawn) | 1% | 18% | -4% | 22% | -16%
18 | C/C=C(/C)C(=O)O[C@H]1[C@@H](O)c2c(ccc3ccc(=O)oc23)OC1(C)C | 20% | 5% | 0% | -8% | -19%
19 | Cc1cc(C(=O)N2CCN(Cc3ccc4c(c3)OCO4)CC2)cs1 | 0% | 18% | -1% | -12% | i
20 | COc1cc(/C=N/NC(=S)Nc2cccc(S(=O)(=O)N(C)C)c2)cc(OC)c1O | 0% | nt | -27% | -9% | i
21 | CS(=O)(=O)c1ccc2nc(NC(=O)CCC(=O)c3cccs3)sc2c1 | 0% | 33% | -17% | -10% | -19%[57.5 µM]
22 | C[C@H](CO)N1C[C@H](C)[C@@H](CN(C)C(=O)Nc2ccc(C(F)(F)F)cc2)Oc2c(NS(=O)(=O)c3cn(C)cn3)cccc2C1=O | 2% | 18% | 15% | 0% | -16%
23 | Nc1nc2ccc([N+](=O)[O-])c(N)c2s1 | -3% | 29% | 0% | 1% | ?
24 | Cc1ccc(CNC(=O)CN2C(=O)C3(SCC(=O)N3c3cc(C)cc(C)c3)c3ccccc32)cc1 (stereo not drawn) | nt | 42% | -6% | 12% | -7%
25 | CCOC(=O)N1CCN(CC(=O)Nc2cc3c(cc2C(C)=O)OCO3)CC1 | -8% | -9% | 8% | -4% | i
26 | COc1ccc(C2=NN(c3nc4ccccc4s3)C(=O)C2)cc1 | 2% | 33% | -5% | -8% | i
27 | COc1ccccc1N(CC(=O)NCc1ccccc1)S(=O)(=O)c1cccs1 | -7% | -25% | 5% | -7% | -24%
28 | COc1ccc(N2CCN(C(=O)CSc3ncnc4c3cnn4-c3ccccc3C)CC2)cc1 | -3% | 16% | -5% | -21% | -28%[57.5 µM]
29 | CCCSc1ncc(Cl)c(C(=O)Nc2scc(-c3ccc(C)cc3)c2C(=O)OCC)n1 | nt | -2% | 2% | 12% | i
30 | CCOc1ccc(-c2c(C(=O)N/N=C/c3ccsc3)nnn2-c2nonc2N)cc1 | 4% | 17% | -6% | 1% | -5%

nr | Akt phos inh | Mm-Cpn inhibitor | TDP43 rescue | GLP-1R inv ag
16 | i | -2% | -17% | 14%
17 | i | 1% | ? | 8%
18 | i | -1% | -11% | -4%
19 | nt | 0% | -12% | 0%
20 | i | -2% | -2% | -1%
21 | i | -5% | -9% | 10%
22 | i | 2% | -2% | -4%
23 | i | 1% | 0% | 79%[activator]
24 | nt | nt | 0% | ?
25 | i | 3% | 12% | 6%
26 | i | 0% | ? | 17%
27 | i | nt | 5% | 8%
28 | i | -2% | -11% | -4%
29 | nt | nt | 0% | 1%
30 | i | 1% | 20% | -1%

(more compounds)
nr | SMILES | aSyn rescue | FUS suppressor | HEK293 tox | Abeta yeast res | PTHR1 agonist
31 | CCNC(=O)COC(=O)CCC(=O)c1cccs1 | 4% | nt | 14% | 1% | 20%
32 | CC(=O)Nc1nc(=S)ss1 | -47%[inhibitor] | 7% | -20% | -7% | -11%[57.5 µM]
33 | CCn1c(CCc2ccccc2)nc2ccccc21 | 1% | 1% | -4% | -10% | i
34 | O=C1c2ccccc2C(O)(Cc2ccccc2)N1c1ccc2c(c1)OCO2 (stereo not drawn) | 7% | 13% | -9% | 2% | i
35 | O=C(O)C1CCCN1C(=O)Nc1ccccc1 (stereo not drawn) | -2% | -27% | -3% | -7% | i
36 | CC1CCCC(C)N1C(=O)COC(=O)Cc1ccc(F)cc1 (stereo not drawn) | -8% | 14% | 12% | -4% | i
37 | CCOC(=O)[C@H]1[C@H]2COc3ccc(C)cc3[C@@H]2N2C(=O)CN(Cc3ccccc3)C(=O)[C@@]12C | 5% | ? | -5% | 4% | i
38 | CN1C(=O)/C(=C/c2ccccc2Cl)Sc2ccc(C(=O)NCc3cccnc3)cc21 | 7% | 40% | -4% | -7% | -18%
39 | CCOC(=O)c1[nH]c2ccccc2c1CCCN1C(=O)c2ccccc2C1=O | 0% | 13% | 14% | 3% | -1%[57.5 µM]
40 | CCNC(=O)C1(C)CCCN1C(=O)c1ccc(-c2ccccc2)cc1 (stereo not drawn) | 5% | -19% | 1% | -1% | 0%
41 | CC(C)CN(CC(C)C)c1nnc(NC(=O)Cn2c(=O)oc3ccccc32)s1 | 4% | 16% | -6% | 15% | i

nr | Akt phos inh | Mm-Cpn inhibitor | TDP43 rescue | GLP-1R inv ag
31 | i | 0% | -5% | -1%
32 | i | -2% | 10% | -8%
33 | i | 2% | 1% | ?
34 | i | 0% | -11% | ?
35 | i | 2% | 3% | 13%
36 | i | 1% | -7% | 0%
37 | i | 2% | -11% | -17%
38 | i | -1% | -8% | -24%
39 | i | 1% | -17% | -27%
40 | i | nt | 15% | -14%
41 | i | 0% | ? | ?

Some of the compounds tested, so the mix of outcomes need not match the whole.
